ERAP1 inh = human ERAP1 aminopeptidase inhibitors, primary screen, biochemical, single point, plate reader. 340,000 compounds, 0.15% hits. inhibition, % at 10.7 µM. Endoplasmic reticulum aminopeptidase 1 (Homo sapiens), Q9NZ08. recombinant ERAP1, Leu-AMC fluorescence, 60 min;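 active = mean replicate inhibition of at least 30%, or all replicates individually reaching that 30% level; inactive = mean below 30% and not every replicate reaching it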;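 also: 0% = neutral control wells and 100% = L-leucinethiol positive control wells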
miR-122 sensor = miR-122 Renilla sensor signal increase in Huh7, primary screen, miR-122 inhibitor project, cell-based, single point, plate reader; AID 602342, 2012; Huh7 miR-122 Renilla luciferase sensor, 48 h; neutral wells = 0, positive control = 100; 340,000 compounds, 0.3% hits; activation (reporter increase), % at 12.5 µM;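 active = mean replicate activation score at least 90 and every replicate individually at or above 90; inconclusive = only one of the two criteria met; inactive = neither criterion met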;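 also: higher luciferase means less miR-122 activity so hits act as miR-122 inhibitors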
CASP6 VEID inh = human caspase-6 inhibitors, primary screen, biochemical, VEID-R110 fluorescence, single point, set 2; P55212; purified caspase-6, Z-VEID-R110 cleavage fluorescence; inhibition, % at 12.5 µM; 350,000 compounds, 0.53% hits; AID 686996, 2013;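 active = mean inhibition across replicates at least about 35%, with every replicate also reaching that limit, limit read from the data; inconclusive = only one of the two criteria met; inactive = neither criterion met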;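 also: 0% = median of neutral control wells and 100% = no fluorescence left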
Target sequence (P55212 24-179 limits assumed): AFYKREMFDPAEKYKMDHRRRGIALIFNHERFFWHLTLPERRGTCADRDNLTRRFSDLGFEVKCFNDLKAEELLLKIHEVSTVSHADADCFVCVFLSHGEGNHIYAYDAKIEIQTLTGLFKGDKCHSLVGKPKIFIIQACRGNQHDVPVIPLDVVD
Target sequence (P55212 194-293 limits assumed): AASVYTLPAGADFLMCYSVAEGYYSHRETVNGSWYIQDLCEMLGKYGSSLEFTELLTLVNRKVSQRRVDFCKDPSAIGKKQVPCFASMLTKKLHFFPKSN
ERp5 inh = inhibitors of ERp5-driven insulin aggregation, primary screen, biochemical, turbidity, absorbance 650 nm, single point. Protein disulfide-isomerase A6 (Homo sapiens), Q15084. 90 min. inhibition, % at 9.99 µM. 350,000 compounds, 0.05% hits. AID 651711, 2012;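 active = mean replicate inhibition above about 25%, with every replicate also reaching it, limit read from the data, passing the limit was not always enough; inconclusive = only one of those two criteria met; inactive = neither criterion met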
Target sequence (Q15084 whole entry, looked up): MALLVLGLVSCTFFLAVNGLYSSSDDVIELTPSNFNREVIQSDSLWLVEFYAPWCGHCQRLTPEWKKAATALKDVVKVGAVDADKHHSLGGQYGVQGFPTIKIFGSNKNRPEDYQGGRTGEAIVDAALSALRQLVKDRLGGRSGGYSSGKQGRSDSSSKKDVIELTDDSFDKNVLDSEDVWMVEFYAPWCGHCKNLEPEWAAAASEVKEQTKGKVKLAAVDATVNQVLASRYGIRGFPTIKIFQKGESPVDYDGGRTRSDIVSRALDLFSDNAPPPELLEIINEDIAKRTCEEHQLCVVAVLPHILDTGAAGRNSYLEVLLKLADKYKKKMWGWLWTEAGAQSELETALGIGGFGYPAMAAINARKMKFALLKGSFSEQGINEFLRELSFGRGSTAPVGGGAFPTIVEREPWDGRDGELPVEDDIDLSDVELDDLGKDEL
DENV2 CPE = inhibitors of DENV2 cytopathic effect, primary screen, cell-based, plate reader, single concentration | CPE inhibition, % at 9.99 µM | AID 651640, 2012 | 350,000 compounds, 1.7% hits | DENV2-infected cells, cytopathic effect rescue; in the data active = CPE inhibition above about 20%, passing the limit was not always enough; inconclusive = no clear call, values can overlap the other calls; tested in BHK-21 cells;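 also: 0% = median of neutral control wells and 100% = median of positive control wells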
SIRT5 inh = SIRT5 desuccinylase inhibitors, primary screen, biochemical, fluorescence imaging, single point, set 5; NAD-dependent protein deacylase sirtuin-5, mitochondrial (Homo sapiens), Q9NXA8; Purified SirT5, succinyl-peptide AMC, trypsin-coupled fluorescence; inhibition, % at 15 µM; 330,000 compounds, 1.1% hits; in the data active = inhibition above about 15%; inconclusive = no clear call, values can overlap the other calls
Target sequence (Q9NXA8 whole entry, looked up): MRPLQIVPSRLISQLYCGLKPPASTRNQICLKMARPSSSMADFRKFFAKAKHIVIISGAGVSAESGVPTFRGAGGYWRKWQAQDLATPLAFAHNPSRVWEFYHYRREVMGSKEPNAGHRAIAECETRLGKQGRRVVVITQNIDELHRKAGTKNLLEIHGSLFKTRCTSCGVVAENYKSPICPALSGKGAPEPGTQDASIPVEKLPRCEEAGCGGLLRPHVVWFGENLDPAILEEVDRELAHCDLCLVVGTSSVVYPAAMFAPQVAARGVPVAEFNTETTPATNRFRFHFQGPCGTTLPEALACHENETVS
F508del corr = F508del CFTR correction, initial screen, CFBE line, single point. CFBE cells, YFP halide quenching; stimulated with forskolin plus potentiator P3; % fluorescence drop versus neutral controls. activity (quench increase), % at 7.58 µM. AID 720511, 2013. 350,000 compounds, 0.36% hits;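 active = mean added fluorescence quench of at least 8% versus neutral control, with both replicates also reaching 8%; inconclusive = only one of the mean or replicate conditions met; inactive = mean below 8% and not both replicates reaching 8%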;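 also: cells transiently co-express mutant CFTR-F508del with the halide-sensitive YFP; corrector assay measuring rescue of mutant channel to the surface after 24 h compound exposure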
The depositor's hits bear a star; u = inconclusive; x = no result given; [ ] = another dose, or the depositor's remark.

No.	smiles	DENV2 CPE	ERAP1 inh	ERp5 inh	CASP6 VEID inh
1	C[C@H](CO)N1C[C@H](C)[C@H](CN(C)Cc2ccc(C(=O)O)cc2)Oc2ccc(NS(=O)(=O)c3cn(C)cn3)cc2C1=O	41*	-4	9	-1
2	Cc1ccc(-n2nnc(-c3cnc4ccccc4c3)n2)cc1	x	0	-1	2
3	NC(=O)NC(=O)COC(=O)c1ccc2c(c1)C(=O)N(Cc1ccccc1)C2=O	-1	2	-11	2
4	O=C(Cc1n[nH]c(=O)c2ccccc12)N1CCN(S(=O)(=O)c2ccc(F)c(Cl)c2)CC1	4	2	3	-1
5	COCCNc1nc(Oc2cccc(NC(C)=O)c2)c2sccc2n1	0	-7	3	-2
6	O=C(CSC(=S)N1CCCC1)N(Cc1nnc(-c2ccccc2Cl)o1)C1CC1	12	-3	1	1
7	O=C(NC1CCCC1)N[C@H]1CC[C@H](CC(=O)N2CCOCC2)O[C@@H]1CO	2	-3	-3	0
8	Cc1ccc(C)c2sc(N3CCN(C(=O)c4ccc([N+](=O)[O-])o4)CC3)nc12	3	-9	-6	0
9	O=C(NC(=S)NNC(=O)c1ccccc1O)c1ccccc1	4	-1	-4	-1
10	CCCc1cc(=O)[nH]c(SCC(=O)Nc2ccc(N3CCCCC3)cc2)n1	-7	2	-1	-1
11	CC(C)CC1NC(=O)c2ccccc2-n2c1nc1ccccc1c2=O (configuration not stated)	40*	-3	3	7
12	CNc1nc(C)nc(N/N=C/c2ccccc2)n1	8	1	-2	0

No.	miR-122 sensor	F508del corr	SIRT5 inh
1	0[16.7 µM]	0.5	x
2	9	0.1	x
3	9	0.1	-4
4	0	0.6	1
5	7	0.5	x
6	-6	-0.3	-3
7	10[16.7 µM]	-1.9	-3
8	10	-4.6	0
9	-2	1.2	-5
10	-3	-1.2	-1
11	x	-0.4	2
12	x	-1.0	1

Following part:
No.	smiles	DENV2 CPE	ERAP1 inh	ERp5 inh	CASP6 VEID inh
13	C[C@@H]1CCCCO[C@@H](CN(C)C(=O)Nc2cccc3ccccc23)[C@@H](C)CN([C@H](C)CO)C(=O)c2cc(NC(=O)NC3CCCCC3)ccc2O1	-3	1	0	-2
14	Cc1ccc(S(=O)(=O)Cc2ccc(C(=O)N3CCC(C(N)=O)CC3)o2)cc1	5	-2	6	2
15	O=C(Nc1ccc2nc3n(c(=O)c2c1)CCCC3)c1ccc(Cl)nc1	5	-4	1	-1
16	COc1ccc(-c2ccnc3c(C(=O)O)cnn23)cc1	0	3	-1	2
17	CN(C)C1=NCC(CSC(=N)N)S1 (configuration not stated)	x	x	2	-2
18	Cc1ccc(Nc2c([N+](=O)[O-])ccc3nonc23)cc1C	-2	-2	-3	1
19	Cc1ccc(-c2csc(C(C)(O)c3ccc(F)c(F)c3)n2)cc1C (configuration not stated)	-4	-2	3	3
20	COC(=O)C[C@H]1CC[C@@H]2[C@H](COc3ccc(NC(=O)Nc4ccc(Cl)cc4)cc3C(=O)N2C)O1	-1	x	x	x
21	CCCCOc1ccc(Cn2c(=O)oc3ccccc32)cc1	11	-4	3	-3
22	COc1ccc(CCNC(=O)c2c(O)c3ccccc3[nH]c2=O)cc1	-9	-2	0	0
23	COc1ccc(CNC(=O)c2ccccc2SCC(=O)N2CCCC2)cc1OC	1	1	1	-11
24	CN(C)c1cccc(C(=O)N2CCCC(C(=O)c3cc(F)ccc3F)C2)c1 (configuration not stated)	5	-3	2	1

No.	miR-122 sensor	F508del corr	SIRT5 inh
13	1[16.7 µM]	-2.6	-1
14	4	2.3	-2
15	x	2.9	x
16	x	-2.5	x
17	1	1.9	x
18	-2	-1.0	-2
19	-2	0.7	-1
20	-10[16.7 µM]	3.7	x
21	1	1.0	-4
22	x	1.2	-1
23	-1	-3.0	2
24	x	-1.1	-2

Continuation.
No.	smiles	DENV2 CPE	ERAP1 inh	ERp5 inh	CASP6 VEID inh
25	C[C@H]1CN([C@@H](C)CO)C(=O)Cc2cc(NC(=O)Nc3cccc4ccccc34)ccc2O[C@@H]1CN(C)S(=O)(=O)c1ccc(F)cc1	-14	-3	3	4
26	CC(NC(=S)NC1CCCCC1)C(c1cccs1)N1CCOCC1 (configuration not stated)	0	4	-3	14
27	Cc1ccsc1-c1cc2nc(NCCOc3ccccc3Cl)n(C)c(=O)c2s1	12	2	4	-1
28	C[C@H](CO)N1C[C@H](C)[C@H](CN(C)Cc2ccc(-c3ccccc3)cc2)Oc2ccc(NS(C)(=O)=O)cc2CC1=O	12	-2	2	1
29	CCOC(=O)COc1ccc2c(c1)C(=O)CC1(CCN(C(C)=O)CC1)O2	4	8	-1	1
30	CCOC(=O)CNc1ncnc2nc[nH]c12	-8	4	-5	1
31	CC(C)C[C@@H]1COc2cccc(N3CCN(Cc4ccccc4F)CC3)c2S(=O)(=O)N1	4	x	5	-1
32	O=C(NCc1cccc(Cl)c1)N1CCN(S(=O)(=O)c2ccccc2F)CC1	u	2	4	8
33	COc1ccc(C(=O)NCC(=O)OCC(=O)N(C)c2ccccc2)cc1	-5	-2	-3	3
34	CO[C@H]1CN(C)C(=O)c2ccc(NC(=O)c3ccc(F)cc3)cc2OC[C@@H](C)N(C(=O)c2ccc(F)cc2)C[C@@H]1C	2	2	0	1
35	COc1ccc(CN(C)C[C@@H]2OCCCC[C@@H](C)Oc3ccc(NC(=O)c4ccncc4)cc3C(=O)N([C@H](C)CO)C[C@@H]2C)cc1	-5	5	2	-2
36	COCC#Cc1cnc2c(c1)C(=O)N([C@@H](C)CO)C[C@H](C)[C@@H](CN(C)Cc1ccc(-c3ccccc3)cc1)O2	8	x	x	x

No.	miR-122 sensor	F508del corr	SIRT5 inh
25	-6[16.7 µM]	-2.9	4
26	28	-0.7	0
27	4	-0.3	x
28	-3[16.7 µM]	0.4	2
29	-6	-2.1	-14
30	-4	-0.3	4
31	x	-1.2	-9
32	-2	-3.3	3
33	-4	-0.5	-5
34	-7[16.7 µM]	0.3	9
35	14[16.7 µM]	-1.8	-1
36	x	4.3	-1

Complete entries as entered above. Order of screens: DENV2 CPE | ERAP1 inh | ERp5 inh | CASP6 VEID inh | miR-122 sensor | F508del corr | SIRT5 inh
COCC#Cc1cnc2c(c1)C(=O)N([C@@H](C)CO)C[C@H](C)[C@@H](CN(C)Cc1ccc(-c3ccccc3)cc1)O2 reads 8 | x | x | x | x | 4.3 | -1
C[C@H]1CN([C@@H](C)CO)C(=O)Cc2cc(NC(=O)Nc3cccc4ccccc34)ccc2O[C@@H]1CN(C)S(=O)(=O)c1ccc(F)cc1 reads -14 | -3 | 3 | 4 | -6[16.7 µM] | -2.9 | 4
CO[C@H]1CN(C)C(=O)c2ccc(NC(=O)c3ccc(F)cc3)cc2OC[C@@H](C)N(C(=O)c2ccc(F)cc2)C[C@@H]1C reads 2 | 2 | 0 | 1 | -7[16.7 µM] | 0.3 | 9
CC(NC(=S)NC1CCCCC1)C(c1cccs1)N1CCOCC1 (configuration not stated) reads 0 | 4 | -3 | 14 | 28 | -0.7 | 0

A second format for some results above:
entry	structure	DENV2 CPE	ERAP1 inh	ERp5 inh	CASP6 VEID inh	miR-122 sensor	F508del corr	SIRT5 inh
31	CC(C)C[C@@H]1COc2cccc(N3CCN(Cc4ccccc4F)CC3)c2S(=O)(=O)N1	4	x	5	-1	x	-1.2	-9
32	O=C(NCc1cccc(Cl)c1)N1CCN(S(=O)(=O)c2ccccc2F)CC1	u	2	4	8	-2	-3.3	3
33	COc1ccc(C(=O)NCC(=O)OCC(=O)N(C)c2ccccc2)cc1	-5	-2	-3	3	-4	-0.5	-5

Additional records follow:
No.	smiles	DENV2 CPE	ERAP1 inh	ERp5 inh	CASP6 VEID inh
37	OCC1CCCN(C(=S)Nc2ccc(OC(F)F)cc2)C1 (configuration not stated)	x	4	-1	-12
38	CCOc1ccccc1NC(=O)c1ccc(C(=O)Nc2ccccc2OCC)nc1	-3	0	1	0
39	Cc1occc1C(=O)N/N=C/c1ccccc1[N+](=O)[O-]	1	x	9	-3
40	CCN(CC)CCOC(=O)c1ccc(N/C=C(/C#N)c2nc(-c3ccc(OC)c(OC)c3)cs2)cc1	-16	x	-7	-31
41	O=C(O)c1cccc(S(=O)(=O)Nc2cc(Cl)ccc2Cl)c1	4	-3	8	1
42	CCN(CC)C(=O)c1nc[nH]c1C(=O)N1CCc2ccccc2C1	u	x	-6	-1
43	CCOC(=O)COc1ccc(S(=O)(=O)NC2CC2)cc1	1	0	2	1
44	CCN(CC(=O)Nc1ccc(NC(C)=O)cc1)C(=O)CCCOc1cccc(C)c1	-1	1	0	0
45	COc1cc(C(=S)N2CCOCC2)ccc1O	5	1	-1	0
46	S=C(c1ccccc1)N1CCCC1	1	2	0	-1
47	O=C(C1CCCCC1)N1CC(=O)N2[C@H](C1)[C@@H](c1ccc(-c3cccnc3)cc1)[C@@H]2CO	7	0	1	2
48	COC(=O)c1ccc(S(=O)(=O)N2CCOCC2)o1	7	0	4	-2

No.	miR-122 sensor	F508del corr	SIRT5 inh
37	1	-1.8	-1
38	x	-3.8	1
39	14	1.4	3
40	x	-0.6	0
41	x	2.6	-3
42	x	3.6	x
43	x	2.5	-1
44	1	1.0	4
45	-6	0.3	-4
46	-1	-1.1	2
47	x	3.9	9
48	0	-4.2	3

New compounds follow.
No.	smiles	DENV2 CPE	ERAP1 inh	ERp5 inh	CASP6 VEID inh
49	CN1C(=O)c2cc(NC(=O)c3ccc(C(F)(F)F)cc3)ccc2OC[C@H]2O[C@H](CC(=O)NC3Cc4ccccc4C3)CC[C@@H]21	-4	1	-2	2
50	C[C@@H]1CN([C@@H](C)CO)C(=O)Cc2cc(NC(=O)Cn3cnnn3)ccc2O[C@H]1CN(C)C	0	-2	0	2
51	COc1ccc(CNC(=O)C2CC(c3ccc(C(F)(F)F)cc3)=NO2)cc1 (configuration not stated)	88*	1	6	-2
52	C[C@H]1CCCCO[C@H](CN(C)Cc2ccccc2)[C@@H](C)CN([C@@H](C)CO)C(=O)c2cc(NS(=O)(=O)c3ccc(F)cc3)ccc2O1	29*	1	0	-1
53	O=C(NCCc1c[nH]c2ccccc12)c1cccc(Br)c1	1	-1	1	-1
54	O=C(c1ccc(F)cc1Cl)N(Cc1ccco1)C1CCS(=O)(=O)C1 (configuration not stated)	4	1	3	-1
55	C[C@@H]1CCCCO[C@H](CN(C)S(=O)(=O)c2ccccc2)[C@@H](C)CN([C@@H](C)CO)C(=O)c2cc(NS(C)(=O)=O)ccc2O1	-7	-2	-3	-1

No.	miR-122 sensor	F508del corr	SIRT5 inh
49	-63[16.7 µM]	-1.4	2
50	-8[16.7 µM]	1.1	1
51	-3	-2.3	-11
52	1[16.7 µM]	0.6	-1
53	-2	4.1	-4
54	-5	3.4	1
55	-5[16.7 µM]	1.6	6

Quoted from the listing:
DENV2 CPE, no. 53 stands at 1
SIRT5 inh, no. 51 stands at -11

Compounds as they come; about 4% have a hit in one of these screens.
